# Source: PubChem
# TNAP inh hi DEA – TNAP (human) inhibition, high acceptor. AID 1135. purified TNAP, CDP-star luminescence, 1 M DEA. P05186. hit rate 0.03% among 200,000. inhibition, % at 20 µM;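 active means over 50% inhibition of tissue-nonspecific alkaline phosphatase at 20 µM in the single-dose screen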;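 further: plate controls were DMSO wells for no effect and EDTA-quenched wells as full inhibition for full effect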
# Target sequence (P05186 whole entry, looked up): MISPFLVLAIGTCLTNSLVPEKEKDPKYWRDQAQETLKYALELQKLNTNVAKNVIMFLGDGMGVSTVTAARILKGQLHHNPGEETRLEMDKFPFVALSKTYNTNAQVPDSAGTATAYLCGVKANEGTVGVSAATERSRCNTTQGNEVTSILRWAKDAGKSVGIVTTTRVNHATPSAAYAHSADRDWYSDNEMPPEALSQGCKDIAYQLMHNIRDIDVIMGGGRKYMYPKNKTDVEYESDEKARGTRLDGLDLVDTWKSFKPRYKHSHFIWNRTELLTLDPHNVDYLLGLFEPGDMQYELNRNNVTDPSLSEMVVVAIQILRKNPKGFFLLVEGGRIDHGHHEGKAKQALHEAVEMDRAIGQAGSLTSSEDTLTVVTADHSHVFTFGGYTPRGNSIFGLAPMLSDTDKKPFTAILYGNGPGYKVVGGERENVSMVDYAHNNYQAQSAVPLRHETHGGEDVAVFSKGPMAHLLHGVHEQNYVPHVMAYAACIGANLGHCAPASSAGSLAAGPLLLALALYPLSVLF
# TR-FRET SRC-2 ct – TR-FRET artefact, counter-screen to PPARgamma/SRC-2 agonist assay; hit rate 0.4% among 200,000; stronger effect = higher value; AID 1049; TR-FRET ratio at 8 µM; in the data active means TR-FRET ratio above about 2000; further: inactives centre near 1500
# TNAP act hi DEA – activators of human TNAP at high phosphate acceptor concentration | P05186 | purified TNAP, CDP-star luminescence, 1 M DEA, 30 min; stronger effect = higher value; 0 = EDTA background, 1 = DMSO-only activity | activation factor at 20 µM | 200,000 tested, under 10 active;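 active means activation factor at least 2 at 20 µM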
#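 Control set: EDTA negative control, DMSO positive control / Assay system: human TNAP / Quantity: TNAP 1/800 final / Evaluation: TNAP activation factor scaled between EDTA and DMSO control wells / Measured by: luminescent substrate turnover signal / Compound dosing: one dose, 20 µM / Times: 30 min enzyme reaction at room temperature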
# bIAP activator – increases bovine intestinal alkaline phosphatase activity; purified bovine IAP, CDP-star luminescence, 30 min; stronger effect = higher value; fold of DMSO-control signal, blank-subtracted; activation factor at 20 µM; hit rate 0.17% among 200,000; AID 1016;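 active means activation factor of 2 or more at 20 µM, a signal rise over negative controls twice the positive control's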
# HMGR II inh – inhibitors of class II HMG-CoA reductase from Enterococcus faecalis; hit rate 0.41% among 190,000; inhibition, % at 10 µM; purified E. faecalis HMGR, NADPH absorbance 340 nm kinetic; AID 1066;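 active means inhibition above a set limit, the median over all tested compounds plus 3 SD, cut at about 9.5% in these data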;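 further: enzyme runs in reverse so mevalonate oxidation gives rising NADPH absorbance; 0% = complete reaction with DMSO and 100% = background rate lacking mevalonate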
# bIAP inh – intestinal alkaline phosphatase (bovine) inhibition; 190,000 tested, under 10 active; inhibition, % at 20 µM; purified bovine IAP, CDP-star luminescence, 30 min;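 active means over 50% inhibition of intestinal alkaline phosphatase at 20 µM in the single-dose screen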
#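 System: Purified bovine intestinal alkaline phosphatase (IAP) enzyme | Input: IAP diluted 1/65,000,000 in the well | Also added: CDP-star chemiluminescent phosphatase substrate, 30 µM final | Dosing: 20 µM single dose | Times: Enzyme reaction for 30 min at room temperature | Detection: Luminescence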
# PPARg SRC2 recr – promotes SRC-2 coactivator recruitment by human PPARgamma; P37231; PPARgamma LBD-SRC-2 recruitment, biochemical; activation, % at 8 µM; hit rate 0.34% among 200,000; AID 1032; in the data active means activation above about 22%;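 further: 0% = vehicle and 100% = reference agonist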
# Target sequence (P37231 whole entry, looked up, the tested form may be a part): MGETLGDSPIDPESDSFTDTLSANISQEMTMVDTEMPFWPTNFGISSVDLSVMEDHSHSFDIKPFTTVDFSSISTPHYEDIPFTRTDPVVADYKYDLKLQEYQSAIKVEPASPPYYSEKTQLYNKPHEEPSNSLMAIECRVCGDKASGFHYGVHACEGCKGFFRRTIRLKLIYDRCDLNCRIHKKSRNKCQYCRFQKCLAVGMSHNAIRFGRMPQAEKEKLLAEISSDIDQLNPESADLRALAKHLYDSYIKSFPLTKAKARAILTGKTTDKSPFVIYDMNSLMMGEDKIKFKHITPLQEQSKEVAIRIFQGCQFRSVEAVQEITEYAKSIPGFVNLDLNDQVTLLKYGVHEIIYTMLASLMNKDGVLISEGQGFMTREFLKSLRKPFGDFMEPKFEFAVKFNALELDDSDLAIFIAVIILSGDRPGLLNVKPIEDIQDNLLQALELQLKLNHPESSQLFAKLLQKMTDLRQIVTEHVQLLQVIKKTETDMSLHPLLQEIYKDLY
# PPARg SRC-1 ag – PPARgamma-driven SRC-1 recruitment agonism; P37231; PPARgamma-SRC-1 coactivator recruitment biochemical assay; activation, % at 8 µM; hit rate 0.41% among 200,000; AID 631; in the data active means activation above about 19%;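 further: 0% = DMSO and 100% = reference agonist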
# TNAP inh no acc – TNAP (human) inhibition, acceptor-free conditions. P05186. purified TNAP, CDP-star luminescence, 30 min. inhibition, % at 20 µM. hit rate 0.26% among 200,000;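 active means tissue-nonspecific alkaline phosphatase inhibition above about 50% at 20 µM in the single-dose screen, limit read from the data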;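 further: 0% = DMSO negative control and 100% = EDTA positive control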
# PPARg SRC-3 ag – promotes SRC-3 coactivator recruitment by human PPARgamma | hit rate 0.26% among 200,000 | biochemical PPARgamma/SRC-3 coactivator recruitment assay | activation, % at 8 µM | AID 731; in the data active means activation above about 23%;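 further: 0% = DMSO and 100% = reference agonist; some compounds past the cut are filed as inactive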
# Numbers without * were called inactive.
item	smiles	TNAP inh hi DEA	TR-FRET SRC-2 ct	TNAP act hi DEA	bIAP activator	HMGR II inh	bIAP inh	PPARg SRC2 recr	PPARg SRC-1 ag	TNAP inh no acc	PPARg SRC-3 ag
1	CCNC(=O)COc1ncnc2scc(-c3ccc(F)cc3)c12	-0.5	1573	1	1.1	-8.6	-8.9	-5.1	0.8	-3.8	-1.4
2	O=C(c1oc(=O)c2ccccc2c1-c1ccccc1)N1CCOCC1	-6.9	1682	1.1	0.9	-4.2	5.8	5.9	1.5	3.1	-8.3
3	Cc1[nH]c2ccccc2c1C(=O)CN1CCCCC1CCO (stereo not given)	-2.8	1663	1	1	-2.0	0.2	2.1	5.5	-10.8	16.8
4	CCNC(=O)NC(C(=O)OC)C12CC3CC(CC(C3)C1)C2 (stereo not given)	-3.8	1429	1	1	0.7	3.1	-10.4	-3.5	-12.6	-5.5
5	O=C(Nc1ccc(Cl)cc1)c1cc2nc(C3CC3)cc(C(F)(F)F)n2n1	1.2	1438	1	0.9	-5.0	5.8	3.9	-2.0	-8.6	-7.6
6	CC1CN(C(=O)COC(=O)c2nn(-c3ccccc3)c(=O)c3ccccc23)CC(C)O1 (stereo not given)	-3.2	1682	1	1	-1.8	-2.8	0.2	11.3	-11.1	3.1
7	Cc1ccccc1C(=O)c1cccn1CC(=O)NCc1ccc2c(c1)OCO2	-4.9	1510	1	0.6	-0.4	35.9	3.0	3.5	-11.1	2.5
8	O=C(CSc1ncnc2c1cnn2-c1ccccc1)Nc1ccccc1	-4.2	1836	1	0.9	-3.0	14.4	7.5	1.5	-3.3	10.5
9	CCN(CC)S(=O)(=O)c1cc([N+](=O)[O-])ccc1N1CCC(C(N)=O)CC1	1.4	1515	1	0.9	-0.5	8.0	-12.3	-3.1	-7.0	1.7
10	CCOc1ccc(CN(C)CCc2ccccn2)cc1	-2.1	1549	1	0.9	-2.6	7.4	-0.1	2.4	-29.5	-1.6
11	COC(=O)n1c(SC)nc2ccccc21	-7.8	1724	1.1	1	-0.5	0.4	13.8	14.4	0.2	12.5
12	Clc1ccc(Cc2nnc(-c3cccs3)o2)cc1	-5.4	1635	1.1	0.9	2.5	14.3	9.9	2.4	-9.9	1.9
13	Cc1cc(N2CCN(C)CC2)nc2ccc(NC(=S)N3CCOCC3)cc12	-5.3	1609	1.1	1.1	0.8	-7.5	1.9	3.9	-16.2	3.2
14	CNC(=S)N(CCc1c(C)[nH]c2ccc(OC)cc12)Cc1cccnc1	-2.4	1360	1	1.2	1.4	-18.3	-11.9	0.5	16.4	-6.9
15	CC(=O)c1ccc(NC(=O)CN2C(=O)CCC2=O)cc1	-3.8	1471	1	1	-2.7	-4.2	5.9	-2.1	-8.8	1.4
16	O=C(CC12CCC(CC1)C2)NCc1ccc2c(c1)OCO2	-1.3	1587	1	1	-10.0	-1.6	6.4	3.7	-5.7	18.1
17	COC(=O)c1cc(-c2ccccc2)sc1NC(=O)CN1C(=O)c2ccccc2C1=O	-6.9	1715	1.1	0.9	3.1	10.6	-1.1	-0.5	-9.9	0.1
18	COc1ccc(CCNC(=O)CSc2cn(Cc3ccccc3)c3ccccc23)cc1OC	-1.2	1523	1	0.9	0.3	12.8	8.6	1.9	-9.8	2.2
19	S=C(Nc1ccc(Cl)cc1)N1CCN(C2CCCCC2)CC1	-1.0	1527	1	1	0.7	3.8	8.8	3.5	-5.6	11.7
20	Cc1ccc(S(=O)(=O)N2CCC(C)CC2)c([N+](=O)[O-])c1	-3.9	1432	1	1.1	-4.9	-5.6	-8.5	5.9	-8.4	1.7
21	COc1ccc(/C=C2\SC(=S)N(CC(=O)NCCO)C2=O)cc1	-5.8	1776	1.1	1	-3.2	2.4	6.6	19.0	-2.6	6.8
22	CCn1cc(/C=C/C(=O)Nc2c(C)nn(Cc3ccccc3C)c2C)cn1	4.0	1623	1	0.9	-0.9	5.8	5.5	4.0	-2.9	-2.4
23	CCSCc1nc2ccccn2c1Br	-2.8	1627	1	1.1	-3.0	-9.7	4.3	12.8	0.6	3.9
24	O=C(NC1=NCCS1)c1cc2ccccc2o1	-6.2	1419	1.1	0.8	-3.0	23.6	-4.3	-4.3	-23.8	-15.6
25	O=S(=O)(c1ccc(NC(=S)Nc2ccc(OC(F)F)cc2)cc1)N1CCOCC1	-7.9	1384	1.1	0.9	-6.8	9.3	2.4	6.4	-2.4	6.4
26	Cc1ccc2c(Cl)cc(Cl)c(OCC(=O)Nc3cccc(S(=O)(=O)N(C)C)c3)c2n1	-0.6	1515	1	0.7	0.7	33.2	-3.4	8.2	-15.7	-2.2
27	Cn1c(/N=C/c2ccc3c(c2)OCO3)nc2ccccc21	-6.4	1534	1.1	0.9	-6.2	7.0	-9.7	4.2	-12.1	2.9
28	Cc1ccccc1NC(=O)c1oc(=O)c2ccccc2c1-c1ccccc1	-1.6	1638	1	1.3	0.6	-26.1	0.6	4.3	2.1	-0.1
29	CCOC(=O)/C(=C/c1ccc(N2CCC(c3ccccc3)=N2)cc1)C(C)=O	24.1	1707	0.8	0.5	0.1	45.8	0.7	2.1	16.8	2.8
30	Cc1ccc2[nH]c(=O)c(CN(Cc3cccs3)Cc3nnnn3CC3CCCO3)cc2c1 (stereo not given)	-6.8	1675	1.1	1	-4.8	1.5	1.8	6.1	-8.4	-6.2
31	O=C(O)CCCNS(=O)(=O)c1ccc(F)cc1	-6.3	1715	1.1	0.9	-0.2	5.6	7.8	3.0	-13.4	8.2
32	O=c1c2oc3ccccc3c2ncn1Cc1ccccc1F	-4.2	1439	1	1	2.6	4.7	6.4	-0.9	-12.3	1.4
33	CC(NC(=O)C1(S(=O)(=O)c2ccc(Cl)cc2)CC1)c1ccccc1 (stereo not given)	2.7	1602	1	1	-3.6	4.0	7.1	6.2	-7.9	4.5
34	COC(=O)CSc1nnc2n(-c3ccc(OC)cc3)c(=O)c3c4c(sc3n12)CCCCC4	-10.1	1802	1.1	1	-3.9	-2.3	5.8	4.1	-1.0	-1.0
35	Cc1ccc(C(=O)COC(=O)c2ccc3c(c2)C(=O)N(c2cccc4ncccc24)C3=O)cc1C	-4.0	1407	1	1.1	4.8	-8.6	-2.3	-3.3	-8.2	-8.0
36	O=C(NCc1ccc2c(c1)OCO2)c1cc2n(n1)C(C(F)(F)F)CC(c1ccc3c(c1)OCO3)N2 (stereo not given)	-4.9	1382	1	0.9	-7.8	10.6	-1.6	0.3	-12.7	-3.5
37	CS(=O)(=O)N(CC(=O)NCCSc1ccc(Cl)cc1)c1ccc2c(c1)OCO2	-3.8	1469	1	0.8	-2.0	15.0	2.0	-6.0	-6.5	-3.2
38	CCOC(=O)c1c(/N=C/N(C)C)sc(/C=N/Nc2ccccc2)c1-c1ccc(Cl)cc1	2.7	1741	1	0.9	-5.1	8.3	12.8	0.0	0.6	4.4
39	COC(=O)COc1ccc(-c2ccc(F)cc2)cc1C=O	4.3	1381	1	0.9	-4.2	6.8	-4.1	-3.1	-4.2	-3.1
40	Cc1ccc(S(=O)(=O)N(C)CCCC(=O)NCc2ccc3c(c2)OCO3)cc1	1.4	1626	1	1	-4.4	-0.9	-4.8	2.3	-8.1	-7.4
41	O=C1CC(c2ccccc2)Sc2nc3ccccc3n21 (stereo not given)	-6.1	1506	1.1	1	4.6	2.4	3.4	4.8	-10.4	-0.1
42	CCc1ccc(/C=C2/C(=O)N(CC)C(=S)N2C)s1	7.3	1427	0.9	1	-4.9	2.7	7.4	7.2	9.2	3.5
43	CC1CCC(NC(=O)C2CCN(c3cnccn3)CC2)CC1 (stereo not given)	-2.9	1509	1	1	-1.1	-2.2	6.1	-4.4	0.6	3.6
44	CCCNC(=O)NC(=O)COc1ccc(-c2ccc(C#N)cc2)cc1	-2.9	1363	1	1.2	-1.5	-18.8	7.4	2.8	-3.6	-6.0
45	CCCc1cc(Nc2c(C)n(C)n(-c3ccccc3)c2=O)n2c(nc3ccccc32)c1C#N	0.2	1406	1	1	-2.9	3.5	-12.4	-8.1	-6.9	-1.7
46	CC(=O)c1cccc(NC(=O)COc2ccc(S(=O)(=O)N3CCCCC3)cc2)c1	0.2	1564	1	0.9	-9.0	11.4	7.0	-0.8	1.3	7.0
47	COc1ccc(C2CC(c3cccs3)=NN2S(C)(=O)=O)cc1OC (stereo not given)	-5.6	1587	1.1	1.1	-1.9	-8.1	5.5	2.3	-34.7	6.1
48	O=C(NCCCO)/C(=C\c1cn(-c2ccccc2)nc1-c1cccnc1)NC(=O)c1ccccc1	-7.2	1497	1.1	1	-5.0	-0.4	-2.1	-2.5	-6.7	-0.6
49	CCCN(S(=O)(=O)c1ccc(OCC)cc1)S(=O)(=O)c1cccs1	-3.0	1468	1	0.8	-3.2	19.3	-6.3	-0.7	-7.2	-1.5
50	COCCn1c(=S)[nH]c2cc(C(=O)NCCc3ccc(OC)c(OC)c3)ccc2c1=O	-6.9	1767	1.1	1	-4.3	4.3	-2.0	11.3	-15.3	-3.8

# (continued)
item	smiles	TNAP inh hi DEA	TR-FRET SRC-2 ct	TNAP act hi DEA	bIAP activator	HMGR II inh	bIAP inh	PPARg SRC2 recr	PPARg SRC-1 ag	TNAP inh no acc	PPARg SRC-3 ag
51	COc1cc(NC(=O)COC(=O)c2n[nH]c3ccccc23)c(C)cc1[N+](=O)[O-]	-5.4	1456	1.1	0.9	-3.2	9.5	0.1	-0.2	-10.4	-3.9
52	Cc1cc(OCCN2CCOCC2)nc2ccccc12	-1.8	1431	1	1	-0.6	1.1	4.8	-2.3	-7.0	11.8
53	CSc1nnc(C)c(=O)n1COC(=O)c1ccccc1	-6.5	1568	1.1	1	-1.2	4.7	2.4	0.3	-14.7	-0.1
54	Cc1cc(C)c(S(=O)(=O)N2C=CC(C(F)(F)F)=NCC2)c(C)c1	-5.4	1643	1.1	0.9	-3.9	5.8	11.7	1.4	-4.8	9.8
55	COc1ccc(/C=N/N2CCN(c3ccccc3OC)CC2)cc1OC	-2.5	1692	1	1	3.8	-3.6	3.5	1.5	-5.7	15.2
56	Nn1c(SCc2nc3ccccc3[nH]2)nnc1-c1cccnc1	-1.0	1576	1	1.2	3.8	-15.9	2.4	5.0	-5.7	0.3
57	O=C(NC(=O)N1CCOCC1)c1ccccc1	1.7	1616	1	1	1.2	0.5	7.4	2.3	2.6	0.2
58	CCCC(=O)Nc1cc(=O)[nH]c2ncnn12	-5.6	1367	1.1	0.7	-0.3	27.1	-7.2	2.1	-16.9	7.2
59	COCCCNC(=O)C1CCN(c2nc(C)cc(C)n2)CC1	-6.6	1623	1.1	1	-1.3	-3.9	5.3	1.8	-9.3	7.3
60	O=C(Nc1nc2c(Cl)cccc2s1)c1ccc(Br)o1	-3.7	1837	1	0.5	-0.3	47.2	9.1	0.1	-10.7	11.3
61	CCC(CC)C(=O)OCC(=O)Nc1ccc(S(=O)(=O)N2CCOCC2)cc1OC	-4.1	1389	1	1	-0.8	-2.0	-6.8	0.9	-12.7	-2.0
62	Fc1ccc(CSc2nncn2NCc2ccc3c(c2)OCO3)cc1	-4.7	1574	1	1	-1.1	2.6	5.8	5.3	-12.6	2.8

# This is a random part of the collection (roughly 1.6% active in at least one column).
